EP2 mod = EP2 receptor modulators, cAMP readout, primary screen, cell-based, HTRF cAMP, PGE2 stimulation | AID 940, 2007 | 260,000 compounds, 0.83% hits | Prostaglandin E2 receptor EP2 subtype (Homo sapiens), P43116 | induction, % at 25 µM | EP2-expressing cells, cAMP HTRF FRET, PGE2 co-stimulation;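 active = compounds whose cAMP rise, as percent of the full-agonist control response, exceeds 60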;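 note: rat C6 glioma line stably carrying human EP2 under a CMV promoter; the protocol text gives 20 µM as final concentration; 100% = response of wells given 1 µM PGE2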
NPY1 pot ag = NPY-Y1 receptor potentiators or agonists, primary screen, cell-based. 220,000 compounds, 0.37% hits. activation, % at 3.6 µM. NPY-Y1 expressing cells, potentiator/agonist activation. Neuropeptide Y receptor type 1 (Homo sapiens), P25929; in the data active = activation above about 33%, passing the limit was not always enough;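 note: cells stimulated with NPY at EC10 then isoproterenol at EC100; 0% = low agonist plus stimulus and 100% = saturating agonist plus stimulus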
Target sequence (P25929 whole entry, looked up): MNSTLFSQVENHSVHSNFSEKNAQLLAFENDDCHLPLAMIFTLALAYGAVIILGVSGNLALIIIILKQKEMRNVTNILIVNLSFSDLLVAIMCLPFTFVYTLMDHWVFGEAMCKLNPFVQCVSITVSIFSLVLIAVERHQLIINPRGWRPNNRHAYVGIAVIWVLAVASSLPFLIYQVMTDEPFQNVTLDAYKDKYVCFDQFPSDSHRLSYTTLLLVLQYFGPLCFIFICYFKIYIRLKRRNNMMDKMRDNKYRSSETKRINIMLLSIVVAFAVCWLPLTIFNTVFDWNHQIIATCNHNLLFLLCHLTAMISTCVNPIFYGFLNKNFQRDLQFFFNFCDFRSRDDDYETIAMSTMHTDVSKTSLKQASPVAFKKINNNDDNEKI
NPY Y1 blocker = NPY-Y1 receptor antagonists, primary screen, cell-based; Neuropeptide Y receptor type 1 (Homo sapiens), P25929; HEK293-CNG Y1 cells, membrane potential fluorescence; NPY at EC95, then isoproterenol; inhibition, % at 3.6 µM; 200,000 compounds, 1% hits; AID 1040, 2008;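 active = inhibition above the campaign mean inhibition of all tested compounds plus 3 SD, cut at about 20% in these data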;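 note: 0% = DMSO wells given NPY plus isoproterenol and 100% = isoproterenol alone without NPY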
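Material: HEK293 Y1/CNG channel cell line; also added: NPY (25 nM), isoproterenol (1 µM), Ro 20-1724 (25 µM); doses: one concentration, 3.6 µM, in 0.4% DMSO; schedule: compound incubation 1 h at room temperature, readout 45 min post-stimulation; technique: membrane potential fluorescence; measure: fluorescence ratio normalized to % inhibition between controls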
PGE2 EP2 inh = human EP2 receptor antagonists, primary screen, TR-FRET cAMP, C6 glioma cells. Prostaglandin E2 receptor EP2 subtype (Homo sapiens), P43116. C6 glioma cells expressing human EP2; cells stimulated with saturating PGE2. inhibition, % at 25 µM. 260,000 compounds, 0.52% hits;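 active = percent inhibition above 40 after rounding to a whole number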;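 note: rat C6 glioma host cells with rolipram phosphodiesterase inhibitor present; the protocol text gives 20 µM as final concentration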
CHOP inhibitor = inhibitors of CHOP promoter induction, primary screen, cell-based, unfolded protein response, luciferase reporter | inhibition, % at 10 µM | 220,000 compounds, 3.8% hits | CHO-K1 CHOP-promoter luciferase, tunicamycin-induced, 15-18 h;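 active = compounds that reduced the stress-induced luciferase reporter signal by more than about 70% of percent inhibition, limit read from the data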;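 note: 0% = tunicamycin plus vehicle and 100% = wells without tunicamycin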
TRPML3 agonist = human TRPML3 channel agonists, primary screen, cell-based, HEK293 TRPML3-YFP, Fluo-8 calcium fluorescence, 3 µM. activation, % at 3 µM. 220,000 compounds, 0.29% hits. AID 1448, 2008. 100% = the carbachol control signal;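 active = activation above its plate's cutoff, the mean activation of the plate's test wells plus 3 SD, cut at about 12% in these data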;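 note: 0% = DMSO only wells and 100% = carbachol wells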
Target sequence (Q8TDD5 whole entry, looked up): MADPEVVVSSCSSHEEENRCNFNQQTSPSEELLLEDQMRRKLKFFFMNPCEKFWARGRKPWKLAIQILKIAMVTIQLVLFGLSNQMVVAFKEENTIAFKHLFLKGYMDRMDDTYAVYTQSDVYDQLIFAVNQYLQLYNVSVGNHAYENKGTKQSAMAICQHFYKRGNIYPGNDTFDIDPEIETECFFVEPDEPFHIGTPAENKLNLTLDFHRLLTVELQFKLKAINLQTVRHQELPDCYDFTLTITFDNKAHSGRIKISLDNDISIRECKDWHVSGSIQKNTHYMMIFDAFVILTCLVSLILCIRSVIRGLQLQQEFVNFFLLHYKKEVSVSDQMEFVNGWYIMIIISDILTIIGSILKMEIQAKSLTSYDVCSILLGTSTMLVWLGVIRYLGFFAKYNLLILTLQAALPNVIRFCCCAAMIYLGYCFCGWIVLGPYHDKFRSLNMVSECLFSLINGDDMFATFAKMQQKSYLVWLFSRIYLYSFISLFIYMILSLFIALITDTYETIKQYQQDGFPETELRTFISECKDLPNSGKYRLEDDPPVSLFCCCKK
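Test system: HEK293 cells stably carrying human TRPML3-YFP; Doses: single dose, 3 µM final nominal compound, 0.3% DMSO final; Schedule: dye loading 1 h 37 °C then 30 min ambient, 125 s read; Technique: Fluo-8 calcium fluorescence; Benchmarks: high control carbachol 87 µM, low control DMSO.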
TRPN1 ag = zebrafish TRPN1 channel agonists, primary screen, cell-based, HEK293, calcium fluorescence | transient receptor potential cation channel N1 (TRPN1/NompC), Danio rerio | HEK293 zebrafish TRPN1-YFP, Fluo-8 calcium fluorescence; 100% = response to 87 µM carbachol | activation, % at 3 µM | 220,000 compounds, 0.18% hits;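 active = activation above its plate's cutoff, the mean activation of test wells on that plate plus 3 SD, cut at about 19% in these data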;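 note: 0% = DMSO alone and 100% = 87 µM carbachol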
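System: zebrafish TRPN1-YFP in HEK293 cells / Dosing: 3 µM single point / Timing: dye loading 1 h at 37 °C, then 30 min room temperature / Signal: Fluo-8 calcium fluorescence, excitation 470-495 nm, emission 515-575 nm / Read-out basis: percent activation from peak over basal fluorescence ratio, control-normalized / Control set: high carbachol 87 µM, low DMSO alone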
14-3-3 Bad PPI = inhibitors of 14-3-3 zeta/Bad binding, primary screen, biochemical, TR-FRET, bovine 14-3-3 zeta; TR-FRET 14-3-3zeta/Dy647-pBad peptide displacement, 1 h; inhibition, % at 21.7 µM; 220,000 compounds, 0.71% hits; AID 781, 2007;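 active = inhibition above about 70%, limit read from the data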;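 note: 0% = full 14-3-3 plus peptide FRET controls and 100% = background without 14-3-3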
PPC-1+TRAIL kill = compounds killing PPC-1 cancer cells with TRAIL present, primary screen, TRAIL potentiator project, ATPLite luminescence, uHTS; 220,000 compounds, 0.41% hits; cell killing (% activity), % at 4 µM; PPC-1 cells + TRAIL, ATPLite viability luminescence;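 active = cell killing above 50% in the first pass at 4 µM, then a duplicate retest at 5 µM averaging 50% or more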;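 note: plate controls were cells with TRAIL plus DMSO for no effect and medium-only wells lacking cells for full effect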
* marks the source's active call; other numbers are inactive results; / = no result given; [ ] = remark or other dose. The list is partial (hit frequency here may not be typical).

SMILES	EP2 mod	NPY1 pot ag	NPY Y1 blocker	PGE2 EP2 inh	CHOP inhibitor	TRPML3 agonist	TRPN1 ag	14-3-3 Bad PPI	PPC-1+TRAIL kill
COC/C=C/C1=CC2=CC(=O)C(C)(OC(=O)C3CCCC3)C(=O)C2=CO1 (configuration not stated)	29.6	/	/	16.6	99.1*	/	/	0.8	6.7
Cc1ccc(-c2nc3ccccn3c2Nc2ccccc2)o1	-1.3	-16.4	0.2	6.8	11.2	-1.2	-1.4	9.9[fluorescence artefact?]	-4.4
O=C(NCCN1CCOCC1)c1ccc2c(c1)N(Cc1ccccc1)C(=O)CS2	0.9	-15.7	5.2	4.2	28.2	-0.3	-0.3	-9.8	15.6
Cc1ccc(N(Cc2cc3ccccc3[nH]c2=O)C(=O)c2cccs2)cc1C	20.5	1.6	/	8.4	11.3	-0.4	-0.6	-7.5	3.1
CCN=c1scc(-c2ccco2)n1/N=C/c1ccc(OC)c(O)c1	14.1	3.6	-2.8	6.8	23.0	-0.4	-0.9	-10.5[fluorescence artefact?]	-21.5
O=c1c2ccccc2nc(SCc2nnc(-c3ccccc3Br)o2)n1Cc1ccco1	-3.2	-28.8	6.1	7.6	10.3	-0.5	-0.3	-18.1[fluorescence artefact?]	8.4
CCOC(=O)c1cccc(P(=O)(C(C)(C)C)C(C)(C)C)c1	5.3	-4.2	4.9	9.2	-1.2	0.1	3.9	2.7	-10.1
CCSc1oc(-c2cccs2)nc1S(=O)(=O)c1ccccc1	25.0	-4.6	5.0	12.0	0.7	-0.4	-0.9	-0.6	4.6
CCc1ccc(Nc2nnc(SCC(=O)NC(=O)c3cccn3C)s2)cc1	16.6	1.9	-5.0	8.4	15.8	0.3	-1.2	-5.7	45.5[5 µM]
CC1CCCN1CC#CC(O)(c1ccccc1)c1ccccc1 (configuration not stated)	-23.4	4.3	/	6.1	-5.3	0.9	0.5	-1.1	-1.5
COc1ccc(S(=O)(=O)CCC(=O)N2CCN(c3ccc(F)cc3)CC2)cc1	-4.3	-11.8	-5.8	4.2	26.3	1.5	0.6	-0.9	-33.1
O=C(CN1C(=O)c2ccc([N+](=O)[O-])cc2C1=O)Nc1nccs1	23.5	-11.5	-1.7	3.8	31.9	0.3	1.5	-1.3	2.8
COC(=O)c1cccc(NC(N)=S)c1	-2.0	1.3	4.4	6.6	-6.9	0.3	0.2	-2.6	0.8
NNC(=S)NCc1ccccc1	1.9	15.3	/	6.8	9.5	0.1	2.7	-1.8	21.4
CC1(C)CN(c2ccccc2)N(C(=O)c2ccc(F)cc2)C1=O	-0.2	27.1	-1.7	6.8	13.5	0.3	-0.5	-5.9	2.5
CCc1ccc(C2NC(=S)NC3=C2C(=O)N(c2ccccc2OC)C(c2ccc(CC)cc2)N3)cc1 (configuration not stated)	14.6	-3.2	3.5	11.6	45.3	0.4	0.2	61.1	30.4
Cc1ccnc(NC(=O)C23CC4CC(CC(C4)C2)C3)c1	4.3	-7.6	-0.3	7.4	42.6	0.0	0.4	7.2	26.4
OCCN(Cc1ccccc1)Cc1ccc(C(F)(F)F)cc1	14.5	-23.4	0.4	4.5	91.4*	-0.2	-0.1	29.4	-15.8
CSc1ccccc1NC(=O)CN1CCN(Cc2ccccc2)CC1	0.0	-27.0	8.7	2.2	8.2	1.6	-1.2	-0.7	6.5
Cn1c(=O)c2c(nc(SCCCC#N)n2Cc2c(F)cccc2Cl)n(C)c1=O	17.9	8.7	-2.9	6.9	-6.6	0.0	-0.1	-2.8	6.4
Cc1ccc(C(=O)CN2/C(=C(\O)c3ccccc3)C(=O)c3ccccc3S2(=O)=O)c(C)c1	-3.6	26.2	2.9	4.8	105.8*	-1.8	-0.8	10.1	12.9
CCOC(=O)c1cnc2ccccc2c1Nc1ccc2c(c1)OCCO2	18.1	-38.1	6.7	5.4	15.6	-0.1	-1.8	7.3	0.8
COc1ccc(C(=O)Nc2cc(OC)ccc2OC)cc1	-7.5	-11.4	-2.2	15.5	-3.3	0.3	-1.3	5.0[fluorescence artefact?]	9.2
O=[N+]([O-])c1ccccc1N/N=C1\CC2CC=CC12 (configuration not stated)	34.6	3.9	-1.3	8.3	2.7	1.1	-0.9	-6.6	10.1
COc1cccc(C(c2nnnn2CC2CCCO2)N2CCN(C(=O)c3ccco3)CC2)c1OC (configuration not stated)	20.8	7.8	7.0	6.3	-2.7	0.7	0.2	-5.2	22.3
COc1ccc(N2C(=O)NC(NC(=O)c3ccncc3)(C(F)(F)F)C2=O)cc1 (configuration not stated)	41.2	-5.6	-4.7	7.2	17.2	1.1	1.1	6.8[fluorescence artefact?]	15.3
CCOC(=O)c1ccccc1NC(=O)CSc1nc2c(c(=O)n(C)c(=O)n2C)n1C	20.9	-3.0	-4.4	5.5	-11.9	0.7	0.0	2.6	2.9
Cn1nnnc1SCC(=O)Nc1ccc(Oc2ccc(Cl)cc2)cc1	-8.7	3.1	-4.2	1.6	/	0.5	0.5	-1.3	6.0
COc1ccc(OCC(=O)N2CCc3c([nH]c4ccccc34)C2c2ccccn2)cc1 (configuration not stated)	-35.7	0.1	0.4	3.8	22.4	-0.3	-1.8	-19.6	6.3
Cc1cc(N2CCN(c3ccccc3F)CC2)nc2cc(O)ccc12	32.1	-40.4	8.2	9.3	53.7	-0.6	-1.1	44.8[fluorescence artefact?]	2.5
C=CCC(NCc1ccccc1)c1ccc(Cl)cc1 (configuration not stated)	71.8*	2.3	7.7	0.9	9.5	-0.1	0.9	9.0[fluorescence artefact?]	-1.3
O=C(CSc1nncs1)NC(=O)Nc1ccc2c(c1)OCCO2	-24.4	14.2	/	11.1	-4.2	0.6	1.1	2.2	13.5
CC(C)[C@H](NC(N)=O)C(=O)NNC(=O)COc1cccc(C(F)(F)F)c1	-2.5	-6.3	/	4.7	-1.0	0.3	1.6	0.7	24.0
CCOC(=O)c1cnn2c(N)c(C#N)nnc12	-0.2	-3.7	7.3	6.2	-15.0	0.4	0.3	-8.8	15.9
Cc1ccc(C(=O)N/C(=C\c2cccnc2)c2nc3ccccc3[nH]2)cc1	22.7	-10.6	-1.4	6.7	11.7	-0.3	1.0	1.2	17.6
Cc1ccc(NC(=O)c2cc(S(=O)(=O)N3CCOCC3)ccc2F)c(C)c1	-5.5	6.5	-1.9	5.4	4.1	0.3	-1.8	-9.1[fluorescence artefact?]	14.3
O=C(NCCN1CCOCC1)c1ccc(NC(=O)C2COc3ccccc3O2)cc1 (configuration not stated)	-12.7	-7.6	2.0	2.3	-13.3	1.5	0.0	3.0	15.7
COC(=O)CCCn1c(C)cc(C(=O)CCl)c1C	-2.7	-27.7	1.3	6.8	-204.3	0.0	1.3	1.1	-16.9
COc1ccc(C(=O)N/N=C2\CCS(=O)(=O)c3ccc(F)cc32)cc1OC	17.9	-13.2	/	2.2	-0.8	0.9	2.1	-5.0	17.3
Fc1ccc(C2c3[nH]c4ccccc4c3CCN2Cc2ccoc2)cc1 (configuration not stated)	39.9	13.7	0.9	8.9	8.4	0.1	-2.7	-5.6	-11.0
Cc1cc(Cl)nc(-n2nc(C)cc2C)n1	1.9	16.4	/	7.5	1.5	0.1	-2.0	-13.4	-16.2
Cc1ccc(CSc2nnc(CC(=O)Nc3ccc(C)cc3)n2C)cc1	-15.6	-2.6	-0.4	4.9	9.0	-0.8	-0.2	6.6	0.7
CCOC(=O)c1[nH]c(=O)c2ccccc2c1O	34.0	-25.2	-0.7	8.4	40.6	0.9	0.6	6.1	18.6
O=C(O)CC(NC(=O)Cc1ccc([N+](=O)[O-])cc1)c1ccc2c(c1)OCO2 (configuration not stated)	17.5	-13.9	7.5	2.6	-0.3	0.6	0.6	-0.1	10.6
Cc1cccc(C(=O)N2CCN=C2SCc2ccc([N+](=O)[O-])cc2)c1	10.2	-15.1	13.8	4.9	4.3	-1.2	-1.0	-4.1	16.3
O=C(CCCn1c(=O)[nH]c2cc(Cl)ccc2c1=O)NCC1CCCO1 (configuration not stated)	0.1	-18.9	-2.4	/	16.8	0.3	1.3	2.3	8.9
COc1ccc(OCC(=O)N/N=c2\oc3c(OC)cccc3cc2C(N)=O)cc1	-6.2	-13.1	2.9	7.9	38.1	0.5	0.0	0.8	-6.7
Cc1ccc(NC(=O)c2cc(N3C(=O)CCC3=O)ccc2N2CCOCC2)cc1	-20.4	8.4	-1.1	8.2	-21.0	-0.6	0.5	-7.1	1.1
Cc1ccc(C(=O)N/C(=C\c2ccc([N+](=O)[O-])cc2)C(=O)NCCc2ccccc2)cc1	37.3	13.9	-0.3	6.1	14.3	-1.4	0.6	11.4	6.8
CC(C)CCC1=NN(C(=O)c2ccco2)C(O)(C(F)(F)F)C1 (configuration not stated)	36.5	-0.2	-0.7	11.5	13.8	0.1	-1.5	-5.5	9.1
CCC(=O)Nc1cccc(NC(=S)NC(=O)c2cccc(C)c2)c1	-3.1	-10.9	-6.2	2.0	4.7	3.4	6.0	0.2	16.1

Screening results: PubChem BioAssay, several laboratories
